Screening results from PubChem BioAssay.
KDM5B inhibitor: inhibitors of human KDM5B histone demethylase. Q9UGL1. KDM5B demethylase, FDH-coupled NADH fluorescence (FDH is formaldehyde dehydrogenase). Potency, µM (titrated, usually from 57.7 µM), for inactives: top-dose activity change, negative = inhibition, actives largely listed as inhibitors. hit rate 2.6% among 220,000; active = well fitted inhibition curve with a large enough effect; inconclusive = small, poorly fitted or top-dose-only effect; inactive = no such curve, though single readings can be large or run the other way; note: 0% is about no effect; nearly all actives have a fitted effect of over 70% in size
Target sequence (Q9UGL1 whole entry, looked up): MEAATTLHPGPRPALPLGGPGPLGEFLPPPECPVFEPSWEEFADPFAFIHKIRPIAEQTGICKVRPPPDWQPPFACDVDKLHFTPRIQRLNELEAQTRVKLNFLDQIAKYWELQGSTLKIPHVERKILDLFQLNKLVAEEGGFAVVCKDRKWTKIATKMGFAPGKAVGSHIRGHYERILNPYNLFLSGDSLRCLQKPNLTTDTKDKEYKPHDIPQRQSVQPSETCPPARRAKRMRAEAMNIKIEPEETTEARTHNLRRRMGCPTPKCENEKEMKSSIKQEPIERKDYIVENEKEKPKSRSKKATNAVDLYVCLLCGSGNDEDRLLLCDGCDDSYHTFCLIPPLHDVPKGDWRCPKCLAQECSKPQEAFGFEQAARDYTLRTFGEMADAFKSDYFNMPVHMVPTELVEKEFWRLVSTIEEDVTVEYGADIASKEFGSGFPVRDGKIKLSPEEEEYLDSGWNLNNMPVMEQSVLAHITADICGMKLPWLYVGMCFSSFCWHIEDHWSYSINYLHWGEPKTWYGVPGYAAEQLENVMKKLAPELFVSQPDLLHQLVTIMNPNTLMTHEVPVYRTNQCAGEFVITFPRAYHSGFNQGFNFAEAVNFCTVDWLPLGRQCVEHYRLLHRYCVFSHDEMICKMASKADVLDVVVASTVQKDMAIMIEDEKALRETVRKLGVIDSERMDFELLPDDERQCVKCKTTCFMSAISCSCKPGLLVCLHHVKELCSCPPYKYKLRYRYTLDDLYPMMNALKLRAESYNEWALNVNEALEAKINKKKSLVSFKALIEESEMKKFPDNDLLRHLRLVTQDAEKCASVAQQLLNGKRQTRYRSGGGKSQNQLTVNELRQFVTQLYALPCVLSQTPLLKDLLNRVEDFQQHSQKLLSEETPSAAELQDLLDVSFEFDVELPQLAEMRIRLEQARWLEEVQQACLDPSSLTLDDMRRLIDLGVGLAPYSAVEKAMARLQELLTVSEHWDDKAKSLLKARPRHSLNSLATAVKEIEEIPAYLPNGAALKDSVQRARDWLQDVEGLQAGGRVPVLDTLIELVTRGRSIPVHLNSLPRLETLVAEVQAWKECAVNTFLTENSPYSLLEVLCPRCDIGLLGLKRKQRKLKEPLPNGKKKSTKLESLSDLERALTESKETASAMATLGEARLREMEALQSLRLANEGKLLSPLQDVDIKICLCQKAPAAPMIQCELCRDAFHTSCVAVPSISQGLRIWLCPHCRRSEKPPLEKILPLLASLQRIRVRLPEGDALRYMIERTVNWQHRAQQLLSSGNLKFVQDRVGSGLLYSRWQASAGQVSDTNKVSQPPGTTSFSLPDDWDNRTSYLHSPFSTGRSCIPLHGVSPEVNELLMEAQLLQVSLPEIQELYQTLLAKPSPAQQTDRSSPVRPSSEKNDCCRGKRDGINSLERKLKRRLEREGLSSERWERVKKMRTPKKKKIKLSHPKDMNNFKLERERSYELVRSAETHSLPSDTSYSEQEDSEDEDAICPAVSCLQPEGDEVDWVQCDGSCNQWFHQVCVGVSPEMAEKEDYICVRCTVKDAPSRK
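Inhibition is measured as reduced NADH fluorescence generation from FDH coupling to formaldehyde release. Truncated KDM5BΔAP at 200 nM final acts on H3K4me3 peptide (12.5 µM in substrate mix) in pH 7.5 HEPES buffer with Tween-20, 30 min, room temperature.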
* marks the source's active call; other numbers are inactive results; ? = inconclusive; & = joins results of further samples; ! = not active in a repeat; [ ] = remark or other dose. Potency is the fitted concentration of half-maximal effect.

Preview:
SMILES | KDM5B inhibitor
Cc1cccc(Nc2cc(C)nc3nc(-c4ccccc4)nn23)c1 | -23.4%
O=C(NC1CC(=O)N(c2ccc(Cl)cc2)C1)C1CCCCC1 (stereo not given) | -0.9%
CC(C)Oc1ccc(-c2noc(-c3nnn4c3COC(c3ccc(F)cc3)C4)n2)cc1 (stereo not given) | -3.7%

The whole of this part, from the first entry:
SMILES | KDM5B inhibitor
Cc1cccc(Nc2cc(C)nc3nc(-c4ccccc4)nn23)c1 | -23.4%
O=C(NC1CC(=O)N(c2ccc(Cl)cc2)C1)C1CCCCC1 (stereo not given) | -0.9%
CC(C)Oc1ccc(-c2noc(-c3nnn4c3COC(c3ccc(F)cc3)C4)n2)cc1 (stereo not given) | -3.7%
Cc1cnc(C(=O)NCCc2ncc(C)n2C2CCC2)cn1 | -10.4%
COc1ccc(-c2nc3ccccc3o2)cc1NC(=O)C(C)Oc1ccc(Cl)cc1Cl (stereo not given) | -101.0%
O=C(Nc1cccc(Br)c1)c1ccccc1OCC1CCCO1 (stereo not given) | -0.1%
COc1cccc(CN2CCCC(NC(=O)Nc3ccccc3OC)C2)c1 (stereo not given) | 6.7%
COc1ccccc1CNC(=O)CCn1c(=O)c2ccccc2n(CC(=O)Nc2ccc(C)cc2C)c1=O | -5.1%

Carrying on:
SMILES | KDM5B inhibitor
Cn1cc(CN[C@H]2[C@H](O)[C@H](O)C[C@@H]2c2cccnc2)cn1 | 9.6%[115 µM]
O=C(O)CN1C(=O)S/C(=C/c2ccc(F)cc2)C1=O | -10.8%
CC1CCc2noc(NC(=O)c3ccccc3[N+](=O)[O-])c2C1 (stereo not given) | -5.0%
O=C(CN1CC2CC(C1)[C@H]1CCCC(=O)N1C2)NCc1cccs1 (stereo not given in full) | 21.1%
CCN(CC)C(=O)N1CCCCCCNC(=O)[C@@H]2C[C@@H](c3nc(-c4cccnc4)no3)C[C@@H]21 | -24.3%
Cc1cccc(-c2nc(C#N)c(NCc3ccc4c(c3)OCO4)o2)c1 | ?
COCC(=O)N1CCCn2cc(-c3cccc(C#N)c3)nc21 | 25.1µM*
N#Cc1ccc(S(=O)(=O)N2CCC(Oc3cccc(C(F)(F)F)c3)CC2)cc1 | -14.5%

Remaining list, next part:
SMILES | KDM5B inhibitor
CCN1C(=O)C2(CCN(S(=O)(=O)c3ccc4c(c3)OCCO4)CC2)c2ccccc21 | 12.3%
COCC(=O)N[C@H]1CC[C@]2(C)CC[C@@H]([C@H](C)C(=O)NCc3cccs3)[C@H](O)[C@H]2[C@@H]1C | 1.4%
CC(C)c1noc(-c2cccn3c(CNC(=O)CC4CCCCC4)nnc23)n1 | ?
Cc1nn(C)c(C)c1CCC(=O)N1CCN(c2ccc(C#N)cc2)C(=O)C1 | 15.0%
COc1cc(C)cc2oc(=O)c(CC(=O)NCCc3cccc(F)c3)c(C)c12 | -25.3%
COCCN1Cc2[nH]nc(-c3cc(OC)ccc3OC)c2CC1=O | ?
Cc1ccc2c(CC(=O)N(Cc3ccc(Cl)cc3)Cc3ccco3)coc2c1 | ?
CS(=O)(=O)c1[nH]nc(-c2cccc(Cl)c2)c1C#N | 4.6%

(cont.)
SMILES | KDM5B inhibitor
COC(CNC(=O)CCc1c(C)nc2c(-c3ccccc3)c(C)nn2c1C)OC | 13.7%&10.5%
COCCC(=O)NC1CCN(c2cnn(Cc3ccccc3)c(=O)c2)CC1 | -8.8%
O=S(=O)(c1cccc(F)c1)N1CCC(n2cnnc2C2CC2)CC1 | 17.0%
CCn1c(COc2ccc(Cl)cc2)nnc1SCC(=O)C(C)(C)C | ?
COc1ccccc1Oc1coc2cc(O)ccc2c1=O | ?
CCOC(=O)CSc1nnc2n(-c3ccccc3)c(=O)c3c4c(sc3n12)COC(C(C)C)C4 (stereo not given) | -10.2%
Cc1cc(C)c(OCC(=O)NC2=NCCS2)c(C)c1 | -1.2%
Cc1ccc(CNC(=O)c2nc(SCc3ccccc3C)ncc2Cl)cc1 | -1.4%

(more compounds)
SMILES | KDM5B inhibitor
COC(=O)c1ccc(COC(=O)CCS(=O)(=O)c2ccc(F)cc2)cc1 | 23.6%
Cc1noc([C@@H]2CN(C3CCN(Cc4ccccc4)CC3)C[C@H]2CO)n1 | 21.3%
Cc1ccc(S(=O)(=O)Cc2nc(-c3ccc(C(=O)NCc4ccccc4C)cc3)oc2C)cc1 | ?
CCOCCn1c(=O)c2c(nc(-n3nc(CC)cc3CC)n2C)n(C)c1=O | 11.1%
Cc1[nH]c2ccccc2c1C=O | 3.7%
Cn1c(COc2ccc(Cl)cc2Cl)n[nH]c1=S | -20.5%
O=C(O)CCC(=O)Nc1ccc2[nH]cc(C(C(=O)O)N3CCN(c4ccc(F)cc4)CC3)c2c1 (stereo not given) | -12.1%
C[C@@H]1CN(C2CCN(C(=O)c3cc[nH]c3)CC2)C[C@H](C)O1 | -14.2%

Next part.
SMILES | KDM5B inhibitor
O=C(CSc1c2c(nc3cc(Cl)ccc13)CCCC2)NCc1cccs1 | 10.4%
Cc1ccc(-n2c(=O)[nH]c3cc(C(=O)NCc4ccccc4)ccc3c2=O)cc1 | -46.8%
O=C(Cn1nc(C(=O)O)c2ccccc2c1=O)Nc1ccc(F)c(Cl)c1 | 14.6%
CCCC(=O)N1c2nc(-c3ccco3)nn2C2(CCCCC2)[C@@H]2CCCC[C@@H]21 | ?
CCOc1ccccc1CNC(=O)c1cc(NC(C)=O)cc2nc(C)ccc12 | 14.1µM*
CCc1noc(C)c1C(=O)N[C@H]1CCOC[C@H]1C1CCOCC1 | -6.0%
COc1cccc(C(=O)Nc2ccccc2-c2nnc(-c3cc(OC)ccc3Br)o2)c1 | -17.2%
Cc1ccoc1C(=O)Nc1ccc(-c2ccccc2)cc1 | -27.0%

Continuation:
SMILES | KDM5B inhibitor
CN1c2cc(C(=O)NC3CCCCCC3)ccc2C(=O)N2CCCCC21 (stereo not given) | ?
Cc1ccc(CN2CCC3(Cc4ccccc4NC3=O)C2)cc1 (stereo not given) | -1.8%[86.2 µM]
CC1(C)[C@H]2CC=C(CN3CCC(CCC(=O)N4CCN(c5ccccc5)CC4)CC3)[C@@H]1C2 | -22.4%
O=C1CCC(=O)N1CC(=O)N1CCCCCC1c1nnc(-c2ccccc2)o1 (stereo not given) | 28.7%
Cc1ccc(C(=O)COC(=O)C2CC(=O)N(c3nc(-c4ccc(C)cc4)cs3)C2)cc1 (stereo not given) | 15.3%
CN(CC1CCOC1)S(=O)(=O)c1ccc(F)c(F)c1 (stereo not given) | -11.4%
NCCCN1C(=O)CC[C@H]2CN(C(=O)c3ccc4c(c3)CCC4)CC[C@H]21 | 13.8%
Cc1ccc(CNC2(Cc3cc(-c4ccccn4)on3)COC2)o1 | 6.0%[86.2 µM]

The results go on:
SMILES | KDM5B inhibitor
CCc1cccc(NC(=O)Cn2c(=O)n(CCc3ccc(OC)c(OC)c3)c(=O)c3ccccc32)c1 | ?
Cc1ccc(C)c([S+](=O)([O-])c2nnn3c2nc(NCc2ccncc2)c2ccccc23)c1 | 89.1µM*
Cc1nnc(N2CCN(c3ccccc3)CC2)c2c1nnn2Cc1ccc(F)cc1 | 1.8%
Cc1ccc(S(=O)(=O)N2CCC(C(=O)OCC(=O)N(CC(C)C)C3CCS(=O)(=O)C3)CC2)cc1C (stereo not given) | -4.0%
COC(=O)Nc1ccc(C)c(C)c1 | -19.0%
Cc1cc(N2CCN(CCO)CC2)n2nc(C)c(-c3ccc(F)cc3)c2n1 | 6.1%
C#CCN(C)C(=O)c1c(-c2ccc(OC)cc2)noc1[C@H](C)O | 4.3%[86.2 µM]
CC1(C)CC2CC(C)(CN2C(=O)CCC2(Cc3ccco3)CCC(=O)N2)C1 (stereo not given) | 24.6%

A second format for some results above:
C#CCN(C)C(=O)c1c(-c2ccc(OC)cc2)noc1[C@H](C)O
  KDM5B inhibitor = 4.3%[86.2 µM]
CC1(C)CC2CC(C)(CN2C(=O)CCC2(Cc3ccco3)CCC(=O)N2)C1 (stereo not given)
  KDM5B inhibitor = 24.6%

Further records
SMILES | KDM5B inhibitor
CN(C)C(=O)c1cc(=O)c2cc(Cl)ccc2o1 | -8.7%
Cc1cc(C)n(-c2nc3c(c(=O)n(CC(N)=O)c(=O)n3C)n2CCC(C)C)n1 | 21.9%
CN(C)S(=O)(=O)c1cccc(C(=O)Nc2cccc(Oc3ccccc3)c2)c1 | -8.9%
O=S(=O)(Cc1ccccc1)C1CCCCC1O (stereo not given) | 14.7%
COc1ccccc1Cn1cc(C(=O)c2ccc(F)cc2)c(=O)c2cc3c(cc21)OCO3 | 3.6%
Cc1ccccc1C(=O)Nc1ccnn1C1CCN(C(=O)C2(N)CCC2)CC1 | ?
COc1ccc(NC2CCCN(C(=O)CSc3ccncc3)C2)cc1 (stereo not given) | -12.6%
O=C1c2ccccc2NC(c2ccc(Cl)cc2)N1c1ccc(O)cc1 (stereo not given) | ?

Remaining list, next part:
SMILES | KDM5B inhibitor
COc1ccc(CCNC(=O)CC(c2cccc(F)c2)c2cn(C)c3ccccc23)cc1OC (stereo not given) | ?
Cc1cccc(CN2C[C@]34C=C[C@H](O3)C(C(=O)N(C)Cc3nnc(C)o3)C4C2=O)c1 (stereo not given in full) | -1.1%
Cc1ccc(C)c(-c2[nH]c3c(c2-c2c(-n4cccc4)n(C)c(=O)n(C)c2=O)c(=O)n(C)c(=O)n3C)c1 | -15.0%
COc1ccc(C(=O)NC2(C(F)(F)F)NC(=O)N(c3ccc(Cl)cc3)C2=O)cc1OC (stereo not given) | ?
CCS(=O)(=O)c1ncc(N(Cc2ccco2)Cc2sccc2C)c(C(=O)Nc2cc(C)ccc2C)n1 | -20.1%
CC(/C=N/NC(=O)C1CCCCC1)c1ccccc1 (stereo not given) | 27.1%
O=C(Nc1ccc(F)cc1)C1CCCN(S(=O)(=O)c2cccc3nonc23)C1 (stereo not given) | 22.8%
O=C(Nc1nnc(S(=O)(=O)N2CCOCC2)s1)c1cccc(F)c1 | 3.3%

The list continues.
SMILES | KDM5B inhibitor
COc1ccc(Cl)cc1NC(=O)CSC1=Nc2ccccc2C2=NC(CC(=O)NCc3ccc4c(c3)OCO4)C(=O)N12 (stereo not given) | -3.0%
O=c1[nH]nc2n1CCC(NS(=O)(=O)c1ccc3c(c1)CCC3)CC2 (stereo not given) | -9.4%
O=C(c1ccccc1OCC1CCCNC1)N1CCCCC1 (stereo not given) | -17.3%
O=C(CN1CC2CC(C1)[C@H]1CCCC(=O)N1C2)NCc1ccc(F)cc1 (stereo not given in full) | -5.1%
COc1ccc(OC)c(C2=NOC(C(=O)Nc3cc(C)nn3-c3ccccc3)C2)c1 (stereo not given) | -18.5%
COc1ccc(NC(=O)O[C@@H]2C=C[C@H](c3c(C)nn(-c4ccc(C)c(Cl)c4)c3C)C2)cc1 | 1.5%
COc1ccc(-c2noc(-c3nc(-c4ccc5c(c4)OCO5)no3)n2)c(OC)c1 | -4.8%
CN(C)c1nc2c(c(=O)[nH]1)CCN(Cc1cccc(Br)c1)CC2 | 9.8%

Going on with the list.
SMILES | KDM5B inhibitor
CCCn1ccc2sc(C)c(C(=O)NCc3cc(F)ccc3F)c2c1=O | -3.7%
Cc1cc(NC(=O)NN2CCOCC2)nn1-c1c(Cl)cccc1Cl | -2.0%
COc1ccccc1Oc1c(C)oc2cc(OCC(=O)Nc3cccc(NC(C)=O)c3)ccc2c1=O | 15.0%
CC(C)c1ccc(S(=O)(=O)N2CCN(C(=O)c3cncn3-c3ccc(F)cc3)CC2)cc1 | -3.0%
c1ccc(-c2nc3ncccc3[nH]2)nc1 | 31.6µM*!
Cc1nnc2ccc(N3CCCC3)nn12 | 6.2%
CCOc1ccc(NC(=O)N(Cc2c[nH]c3ccccc23)C2CCCCCC2)cc1 | ?
Cc1ccc(S(=O)(=O)N2CCCCC2)cc1NC(=O)CSc1nnc(C2CC2)n1C1CC1 | 9.8%

The results go on:
SMILES | KDM5B inhibitor
CCOC1CCOC2(CCN(C(=O)c3ccco3)CC2)C1 (stereo not given) | 8.1%
CC(C)OC(=O)c1nc2ccccc2nc1N1CCN(c2ccccc2)CC1 | 1.1%
Cc1ccc(NC(=S)N2CCN(S(=O)(=O)c3ccc(C)cc3)CC2)cc1 | 16.0%
COC1CCCN(c2ncc(C(C)(C)C(=O)O)c(N3CCOCC3)n2)C1 (stereo not given) | -11.4%
O=C1CC2CCN([S+](=O)([O-])c3ccccc3)CC2CCN1 (stereo not given) | 15.3%[149 µM]
CC(C)CNC(=O)c1ccc(NC(=O)C2CCCCC2)cc1 | -12.2%
COc1ccccc1C1C(C#N)=C(N)OC2=C1C(=O)CC(c1ccccc1)C2 (stereo not given) | -2.5%
O=C(NC(=S)Nc1cccc(O)c1)c1cncc(Br)c1 | -40.4%

Further compounds:
SMILES | KDM5B inhibitor
COc1ccc(NC(=O)c2ccco2)cc1NC(=O)COc1cccc(C)c1C | 1.0%
Cc1[nH]c2ccc(C(=O)N3CCN(c4ccccc4F)CC3)cc2c1C | -16.0%
O=C1NCc2ccccc2CC12CCN(CC1CC=CCC1)C2 (stereo not given) | -17.1%[149 µM]
CCOc1ccc(NC(=O)c2ncoc2-c2ccco2)cc1 | ?
O=C(Nc1ccc2oc(=O)ccc2c1)c1cccc2ccccc12 | -28.6%
Cc1ccc2c(c1)N(CC(=O)NCCCN1CCCCC1)C(=O)CO2 | 2.8%
c1ccc([C@@H]2CN(Cc3ccncc3)C[C@H]2COc2ccncc2)nc1 | ?
N#Cc1nc(COc2ccc(Br)cc2)oc1NCCCN1CCOCC1 | -12.8%
CCCC(=O)Nc1ccc(-c2nc3cc(C(C)C)ccc3o2)cc1 | 243.1%[activator]
Cc1nn(-c2ncnc3nc[nH]c23)c2c1C(c1ccc(F)cc1F)CC(=O)N2 (stereo not given) | 4.5%
CN1C(=S)SC(C)(C)C1/[N+]([O-])=C/c1ccco1 (stereo not given) | -27.1%

An excerpt, so the mix of outcomes need not match the whole.
